# Compound activity: PubChem BioAssay, several laboratories
# ADAM17 inh = ADAM17 inhibition, QFRET primary screen; recombinant ADAM17, EDANS/DABCYL FRET peptide cleavage; inhibition, % at 6.95 µM; 0.83% of 370,000 active; AID 720648;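 active = inhibition above the mean of compounds lying between control limits plus 3 SD, set per campaign, cut at about 8.5% in these data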;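 note: 0% = DMSO-only wells as the low control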
# Target sequence (P78536 215-824 limits assumed): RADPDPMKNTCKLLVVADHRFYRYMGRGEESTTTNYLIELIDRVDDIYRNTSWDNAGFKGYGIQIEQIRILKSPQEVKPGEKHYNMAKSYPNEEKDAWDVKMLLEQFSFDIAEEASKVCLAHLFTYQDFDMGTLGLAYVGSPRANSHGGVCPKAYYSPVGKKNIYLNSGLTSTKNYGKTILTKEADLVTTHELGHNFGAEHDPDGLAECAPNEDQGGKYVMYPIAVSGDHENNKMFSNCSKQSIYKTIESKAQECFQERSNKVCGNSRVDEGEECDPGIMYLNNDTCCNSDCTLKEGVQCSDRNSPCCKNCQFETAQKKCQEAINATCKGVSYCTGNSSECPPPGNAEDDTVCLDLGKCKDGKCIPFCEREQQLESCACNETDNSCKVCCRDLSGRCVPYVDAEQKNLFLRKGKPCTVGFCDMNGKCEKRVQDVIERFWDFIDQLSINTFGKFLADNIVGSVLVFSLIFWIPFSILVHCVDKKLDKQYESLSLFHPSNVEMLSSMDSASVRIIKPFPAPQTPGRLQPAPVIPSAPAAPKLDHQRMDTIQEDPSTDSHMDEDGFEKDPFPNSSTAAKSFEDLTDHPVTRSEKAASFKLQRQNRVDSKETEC
# PG9 Ab binder = small molecules binding HIV-1 gp120 antibody PG9; inhibition, % at 6.7 µM; 0.43% of 360,000 active; TR-FRET gp120-PG9 antibody binding; AID 624416; in the data active = inhibition above about 8.5%
# hcDAF12 agonist = activates DAF-12 receptor from parasite H. contortus | HEK293 hcDAF-12 lit1-tk-luc reporter, luminescence; 0% DMSO, 100% Δ7-dafachronic acid | activation, % at 6.8 µM | 1.4% of 370,000 active | AID 652067;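 active = activation above the mean of all tested compounds plus 3 SD, cut at about 5.5% in these data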;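 note: 100% = response to 3 µM Δ7-dafachronic acid high control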
# DAX1 inh-1 = blocks DAX1 repression of SF-1 activated StAR promoter. HEK293T StAR-luciferase reporter, SF-1/DAX-1 repression relief. inhibition, % at 6.8 µM. 1.1% of 370,000 active. AID 652010;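 active = inhibition above the mean over all tested compounds plus 3 SD, cut at about 3.6% in these data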;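 note: 0% = DAX-1 cells with DMSO and 100% = cells lacking DAX-1 with DMSO; higher inhibition means more luminescence from relief of DAX-1 repression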
# GAA850 FXN act = increases GAA850 frataxin promoter reporter activity. HEK293 lucGAA850 FXN promoter luciferase reporter, 24 h; percent of 10 µM SAHA response. 0.56% of 360,000 active. activation, % at 6 µM. AID 540364;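 active = activation above the average of all compounds screened plus 3 SD, cutoff fixed separately per campaign, cut at about 7.5% in these data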;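 note: 0% = DMSO wells and 100% = 10 µM SAHA wells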
# ssDAF-12 act = S. stercoralis DAF-12 activation, primary screen. 1% of 370,000 active. HEK293 ssDAF-12/GRIP1 lit1-tk-luc reporter, luminescence; % of 3 µM dafachronic acid response. AID 652126. activation, % at 6.8 µM;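 active = activation above the mean over all tested compounds plus 3 SD, cut at about 0.9% in these data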;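 note: 0% = DMSO-only wells and 100% = 3 µM delta7-dafachronic acid wells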
# NPR1 activator = GC-A (human) enzyme activation | P16066 | HEK293 GC-A cells, cGMP TR-FRET, EC30 ANP; 0% at EC30 ANP, 100% saturating ANP | activation, % at 10 µM | 0.14% of 370,000 active; in the data active = activation above about 40%
# DAX1 inh-2 = NR0B1 (DAX1) inhibition; P51843; HEK293 Gal4-DAX1 luciferase reporter, luminescence; inhibition, % at 6.75 µM; AID 504766; 0.99% of 340,000 active;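 active = inhibition above the mean over all tested compounds plus 3 SD, cut at about 4.2% in these data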;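 note: 0% = DAX1-transfected cells with DMSO and 100% = empty-vector control cells with DMSO; inhibition shows as a rise in luminescence from relieved DAX1 repression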
# hgDAF-12 ag = hgDAF-12 agonism, primary luciferase screen; HEK293 GAL4-hgDAF12 UAS-luciferase reporter, agonist luminescence; normalized to butyrate control; activation, % at 6.8 µM; 1.8% of 370,000 active; AID 687014;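 active = activation above a cutoff set at the mean of all screened compounds plus 3 SD, cut at about 10% in these data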;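 note: 0% = DMSO wells and 100% = sodium butyrate wells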
# SMARCA2 activ = activators of SMARCA2 function | 1% of 370,000 active | activation, % at 9.1 µM | MG213 cells, MMTV-luciferase reporter, dexamethasone, overnight; in the data active = activation above about 7.8%;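 note: 0% = vehicle wells and 100% = reference activator wells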
# ADAM10 inh = inhibits human ADAM10; O14672; recombinant ADAM10, EDANS/DABCYL FRET peptide cleavage, 3 h; 0.62% of 370,000 active; AID 720582; inhibition, % at 7 µM;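 active = inhibition above a per-campaign cutoff equal to the mean of compounds falling between control-based bounds plus 3 SD, cut at about 20% in these data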;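 note: 0% = DMSO wells while the 100% control is not disclosed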
# Target sequence (O14672 214-748 limits assumed): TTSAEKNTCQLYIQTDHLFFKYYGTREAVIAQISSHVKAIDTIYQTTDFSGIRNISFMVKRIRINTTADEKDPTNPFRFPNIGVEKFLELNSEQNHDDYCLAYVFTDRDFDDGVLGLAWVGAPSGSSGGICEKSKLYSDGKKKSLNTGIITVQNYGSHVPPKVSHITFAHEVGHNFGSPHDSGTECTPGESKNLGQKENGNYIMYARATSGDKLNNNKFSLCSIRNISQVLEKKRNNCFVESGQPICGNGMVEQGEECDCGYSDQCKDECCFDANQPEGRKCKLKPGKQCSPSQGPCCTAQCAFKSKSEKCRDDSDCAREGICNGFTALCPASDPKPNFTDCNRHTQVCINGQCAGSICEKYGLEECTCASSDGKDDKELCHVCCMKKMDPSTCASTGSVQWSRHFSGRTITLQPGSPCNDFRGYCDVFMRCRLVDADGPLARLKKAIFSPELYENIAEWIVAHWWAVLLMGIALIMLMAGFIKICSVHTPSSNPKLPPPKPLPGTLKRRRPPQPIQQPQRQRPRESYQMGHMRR
# * hit, by the source's call; nt = not tested or not shown.
SMILES,ADAM17 inh,PG9 Ab binder,hcDAF12 agonist,DAX1 inh-1,GAA850 FXN act,ssDAF-12 act,NPR1 activator,DAX1 inh-2,hgDAF-12 ag,SMARCA2 activ,ADAM10 inh
CCN(CC)S(=O)(=O)c1ccc(-c2nnc(SCC(=O)N3CCOCC3)o2)cc1,-4.1,-0.1,0.8,0.1,2.9,-1.1,-2.2,-0.5,0.3,-2.1,9.1
Cc1nn(-c2ccccc2)c2sc(C(=O)OCC(=O)N3CCCCC3)cc12,-7.0,2.2,-1.3,0.0,0.8,-1.4,7.0,-0.1,-0.7,2.3,-39.3
O=C1C(=O)N(CCN2CCOCC2)C(c2cccc(Cl)c2)/C1=C(\O)c1ccc2c(c1)OCCO2 (stereo not given),-4.4,31.5*,-0.2,-0.1,1.2,-1.2,11.4,-0.1,2.5,-0.2,4.7
CN(Cc1ccccc1)c1ccc(C(CC(N)=O)NC(=O)Cc2cccc3ccccc23)cc1[N+](=O)[O-] (stereo not given),5.8,0.1,-1.5,-0.6,0.7,-1.0,1.0,0.7,-2.2,0.4,15.5
COc1cc(COC(=O)Oc2ccc(CNC(C)=O)cc2OC)c([N+](=O)[O-])cc1OC,10.0*,-0.2,0.8,0.7,2.0,-1.2,1.6,1.7,3.4,-2.1,14.7
COC(=O)Cc1c(C)[nH]n(-c2cc(Cl)cc(Cl)c2)c1=O,-2.3,0.2,-1.8,-1.1,2.9,-1.8,-3.3,-0.8,-2.6,-1.2,-1.3
COc1ccc(Cl)cc1NC(=O)CN(C)C(=O)CCC(=O)c1cc(C)sc1C,-3.8,3.2,-0.2,-0.7,1.7,-1.3,-15.3,-0.4,-1.1,-2.6,-0.7
COc1cc(CC(=O)Nc2nc(-c3ccccc3)c(C(C)=O)s2)cc(OC)c1OC,2.4,3.4,0.2,-0.3,-4.0,-1.7,-1.4,-0.3,-0.1,-4.6,2.1
Cc1ccc(S(=O)(=O)CCN2CCN(c3ccccc3)CC2)cc1,-3.6,-0.7,-1.6,-0.4,0.3,-1.4,-1.7,0.0,-1.5,2.0,-2.0
O=C(NCc1ccccc1)[C@@H]1CCCN1C(=O)[C@H]1CCCN1C(=O)c1ccc(F)cc1F,-0.1,0.0,1.1,0.5,nt,-1.3,-1.1,nt,-1.6,0.3,1.6
CCN(CC)CC(=O)Nc1nn(-c2ccccc2)nc1C(N)=O,-10.3,-0.8,-1.4,-0.5,0.5,-1.5,-1.2,-0.5,-0.2,-0.1,-43.1
CCCCNC(=O)c1onc(CCl)c1C(=O)OC,0.2,-1.1,-1.3,-0.8,-4.1,-0.6,3.1,-0.8,0.6,1.0,0.3
CCCC1(c2ccccc2)NC(=O)N(CC(=O)Nc2ccccc2C(F)(F)F)C1=O (stereo not given),0.3,-1.3,0.0,0.2,-0.5,-0.8,2.5,-0.8,0.6,5.0,6.4
O=C(c1ccco1)N1CCN(C(c2ccccc2Cl)c2nnnn2Cc2cccs2)CC1 (stereo not given),-0.7,-1.0,-0.3,-1.9,-3.8,-0.7,-6.7,-1.7,-4.6,-1.9,-7.1
O=C(c1ccc2ccccc2c1)N1CCCC1,-4.3,1.2,-1.5,0.3,1.8,-1.0,-3.1,3.0,-0.3,-0.3,0.9
CCCN(CC(=O)Nc1ccc(C(N)=O)cc1)CC(=O)Nc1cc(Cl)ccc1Cl,0.7,-1.2,-0.5,-0.5,0.1,-1.3,-6.3,-0.5,1.6,-2.7,3.3
O=C(COC(=O)COc1ccccc1)Nc1ncc([N+](=O)[O-])s1,6.2,-1.3,1.0,-0.3,1.1,-1.1,-4.7,-0.5,-1.1,0.1,16.9
Cn1c(=O)c(=O)n(C)c2cc(N3CCCCC3)c(NS(=O)(=O)c3ccc([N+](=O)[O-])cc3)cc21,-11.9,-1.9,0.1,0.1,0.3,-1.0,0.5,0.1,-0.6,-2.6,-51.8
S=C1NC(c2ccccc2)N2C(=S)NC(c3ccccc3)N12 (stereo not given),-1.2,0.4,1.4,0.9,4.0,-1.1,1.3,0.2,1.2,0.4,3.6
FC(F)Sc1ccc(NC(=S)NC2CCCCC2)cc1,14.0*,-2.0,1.4,-0.7,2.6,-1.0,5.6,1.3,9.5,-5.3,25.5*
O=C(Nc1cccc([N+](=O)[O-])c1)Nc1cnccn1,-2.5,-1.6,-2.2,0.1,0.0,-0.7,1.5,-0.4,-1.6,-3.2,-6.8
O=C(C(=O)N1CCN(c2ccccc2)CC1)c1ccc2c(c1)OCO2,-3.6,0.5,-1.6,0.2,nt,-0.4,2.2,nt,0.6,1.8,-3.7
N#CC(=C(c1ccccc1)c1ccccc1)c1ccccc1,-4.2,0.2,1.0,-1.5,-0.6,-1.4,-10.4,0.7,-0.3,-5.3,-13.2
CCCN1C(=O)/C(=C2/C=Cc3ccccc3N2CC)SC1=S,0.5,-1.6,-2.0,-1.0,-1.0,-1.4,-3.7,1.3,1.1,0.1,-4.8
CCOc1ccc(OCCC(=O)OCC(=O)Nc2ccc3c(c2)OCCO3)cc1,2.8,1.2,-1.1,-3.7,-0.7,-1.1,-3.0,-0.9,2.7,7.4,-1.4
Cn1c(CNC(=O)c2ccco2)nnc1SCC(=O)c1ccccc1,-0.4,1.0,0.6,-0.1,0.3,-1.3,-0.8,1.3,-0.6,-0.2,4.1
Cc1ccc(S(=O)(=O)N(C)C[C@@H]2OCc3cn(nn3)CCCC(=O)N([C@@H](C)CO)C[C@H]2C)cc1,-7.1,-1.9,-1.1,0.6,0.7,-1.6,-2.1,0.2,-3.1,-2.4,1.0
O=C(Nc1nnc(COc2ccc(F)cc2)s1)c1cccs1,-0.2,0.9,-0.5,-0.4,0.3,-0.9,1.5,0.7,1.9,1.6,-9.7
COc1cc(C(=O)/C=C/Nc2ccc(NC(C)=O)cc2)cc(OC)c1OC,6.0,-1.5,-4.6,0.4,-1.1,-1.5,-1.9,1.0,-2.9,-1.7,-4.0
CCOc1ccc(NC(=O)c2ccc(-c3csc(C)n3)cc2)cc1,-2.8,0.3,-1.2,-0.6,-0.8,-1.5,2.8,-0.6,-3.7,-2.7,1.7
COc1cccc(CNC(=O)c2cc3c(c(-c4cccc(-c5cccc(C#N)c5)c4)n2)[C@H](CCO)N(S(=O)C(C)(C)C)C3)c1 (stereo not given in full),8.1,0.4,-3.7,-3.7,nt,-1.3,23.9,nt,-4.7,0.6,17.7
COc1ccc(C(=O)NCC(c2cccnc2)N2CCN(c3ccccc3OC)CC2)cc1OC (stereo not given),-3.9,-1.1,-1.0,-1.1,0.4,-1.8,2.9,-0.6,1.8,-4.0,-3.4
Cc1ccc(CNS(=O)(=O)NCc2ccc(Cl)cc2)cc1,0.5,-1.4,-1.3,0.1,-0.3,-0.8,0.3,0.3,-0.7,0.5,2.1
Cc1ccc2nc(C(F)OC(F)(F)F)[nH]c2c1 (stereo not given),-0.9,-1.0,0.1,-0.7,4.1,-1.4,-2.7,0.1,-0.9,-2.4,-5.5
CCOc1cc(C(C(=O)NCC2CCCO2)N(C(=O)Cn2nnc3ccccc32)c2ccc(NC(C)=O)cc2)ccc1O (stereo not given),-7.8,0.9,-1.1,-0.1,0.9,-2.1,0.6,1.2,-3.6,-0.9,5.2
O=C(Nc1cccnc1)/C(N=Nc1ccc(Cl)c(C(F)(F)F)c1)=C(\O)c1ccccc1,-0.6,-2.4,0.2,-0.3,1.2,0.0,-3.3,0.5,0.3,0.4,-3.6
CN(C)c1nc(C(=O)O)nc(N2CCOCC2)n1,-6.3,-0.9,-1.3,0.1,1.7,-1.3,7.1,2.2,-1.4,2.1,-11.6
CCOc1ccccc1NC(=O)NCc1ccc2c(c1)OCO2,-3.3,-1.7,3.0,-1.2,1.4,-1.5,3.9,0.9,-0.4,-1.2,0.2
Cc1ccc(S(=O)(=O)N2CCOCC2)cc1C(=O)NCc1cn2ccsc2n1,-5.0,-1.4,-1.0,0.1,0.8,-1.4,0.4,1.1,-1.0,1.7,5.1
O=C(NCCNC(=O)c1cnccn1)c1ccc(Cl)c(Cl)c1,-2.1,-2.2,0.5,-0.5,0.4,-1.4,-2.9,1.0,-1.1,-1.1,-9.4
Cc1oc2c(c(C)cc3oc(=O)c(CC(=O)N[C@@H](CC(C)C)C(=O)O)c(C)c32)c1C,-147.0,1.5,-2.0,0.3,1.0,-0.9,-4.6,0.3,-1.5,-2.3,-290.4
COC(=O)CC1C(=O)NCCN1C(=S)Nc1ccccc1Cl (stereo not given),-1.7,1.0,0.2,0.6,0.6,-1.6,-3.4,-0.7,1.1,-2.7,-2.7
CC(C)CC(NC(=O)C(CO)NC(=O)C1CCC(=O)N1)C(N)=O (stereo not given),-1.5,-2.3,-0.9,-0.5,0.7,-1.2,0.1,-0.1,3.3,1.1,3.0
COc1c(F)c(F)c(C(=O)Nc2ccc3oc(-c4ccncc4)nc3c2)c(F)c1F,-9.1,-62.1,-2.0,-1.1,-0.6,-1.3,-21.4,-1.1,-1.1,-0.1,-12.4
O=C(Cc1ccccc1[N+](=O)[O-])Nc1ccc(S(=O)(=O)N2CCCC2)cc1,2.2,-0.9,9.7*,0.8,3.2,1.0*,-2.2,1.1,1.6,-1.8,9.3
CC(=O)NCCOC(=O)Nc1cccnc1,0.4,-3.5,-1.4,-0.3,3.7,-1.2,-0.7,-0.2,-0.2,1.1,-1.1
CCn1c(SCC(=O)NCc2ccco2)nc2c(c1=O)SC(C)C2 (stereo not given),-3.2,-0.6,-1.8,0.0,-0.8,-1.4,3.2,-0.1,-2.2,0.7,0.2
CCOC(=O)c1sc2nccc(N(C)C)c2c1N=CNOCc1c(F)cccc1Cl,-16.5,10.4*,-2.5,-1.4,0.8,-1.8,-11.6,-0.5,-2.2,-2.7,-63.7

# Reformatted tab-delimited: part of the list above
SMILES	ADAM17 inh	PG9 Ab binder	hcDAF12 agonist	DAX1 inh-1	GAA850 FXN act	ssDAF-12 act	NPR1 activator	DAX1 inh-2	hgDAF-12 ag	SMARCA2 activ	ADAM10 inh
COc1c(F)c(F)c(C(=O)Nc2ccc3oc(-c4ccncc4)nc3c2)c(F)c1F	-9.1	-62.1	-2.0	-1.1	-0.6	-1.3	-21.4	-1.1	-1.1	-0.1	-12.4
O=C(Cc1ccccc1[N+](=O)[O-])Nc1ccc(S(=O)(=O)N2CCCC2)cc1	2.2	-0.9	9.7*	0.8	3.2	1.0*	-2.2	1.1	1.6	-1.8	9.3
CC(=O)NCCOC(=O)Nc1cccnc1	0.4	-3.5	-1.4	-0.3	3.7	-1.2	-0.7	-0.2	-0.2	1.1	-1.1

# Additional structures.
SMILES,ADAM17 inh,PG9 Ab binder,hcDAF12 agonist,DAX1 inh-1,GAA850 FXN act,ssDAF-12 act,NPR1 activator,DAX1 inh-2,hgDAF-12 ag,SMARCA2 activ,ADAM10 inh
CCC(C)/C=C/C1=CC2=C(Cl)C(=O)C3(C)OC(=O)C(C(=O)C(C)C(C)O)C3C2=CO1 (stereo not given),-23.0,-1.2,-1.2,0.9,0.0,-0.9,2.5,0.1,1.7,1.9,-111.1
N#Cc1cccc(-n2cc(COC(=O)NCCc3ccccc3)nn2)c1,-2.0,nt,-0.1,0.2,nt,-0.4,-7.8,nt,1.6,0.0,2.3
COc1cc(NC(=S)NCc2cccs2)cc(OC)c1,-0.3,-1.7,-1.2,0.1,0.8,-1.2,0.8,-0.5,1.7,0.6,-1.5
COc1ccc(CC2=C(O)c3ccccc3C(=O)C2=O)cc1,-0.1,-1.8,-0.2,0.8,0.3,-1.4,0.0,-0.5,0.5,-1.8,-1.4
